Screening results deposited in PubChem BioAssay by several laboratories.
CSM14.1 death rescue = rescue of cells from ER stress-induced death, primary screen, 384-well, CSM14.1, thapsigargin, ATP luminescence (AID 1222); CSM14.1 thapsigargin-induced death rescue, ATP luminescence; higher % means a stronger effect; cellular ATP content (survival), % at 20 µM, or EC50 in µM where a hit was titrated; 190,000 tested, under 10 active;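 active means EC50 below 50 µM in the dose-response confirmation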;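 further: death triggered by thapsigargin at about 15 µM added after 2 h compound pretreatment; cell ATP read after overnight thapsigargin exposure of roughly 18 to 22 hours; normalized against plate controls of thapsigargin alone and 5% DMSO vehicle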
Yfh1-depleted yeast = enhancers of respiration in Yfh1-depleted yeast, dose response, Friedreich's ataxia, plus single-dose screen (AID 1465) | S. cerevisiae Yfh1-off respiration, WST-1 reduction, 72 h; higher fold induction means a stronger effect | fold induction at 50 µM, or EC50 in µM where a hit was titrated | 220,000 tested, 0.074% active;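 active means fold induction of absorbance versus untreated yeast above a set limit, then at least 30% activation at any dose in follow-up; inconclusive means repeats straddling the limit, or above it without dose testing; inactive means fold induction below the set limit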;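 further: activators that raise dye reduction in frataxin-depleted yeast; strong numbers were not always called active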
NS5 inhibitors = Dengue-2 NS5 methyltransferase inhibitors, primary screen, biochemical, confirmation dose response (AID 588689); Genome polyprotein (Dengue virus type 2 (strain 16681-PDK53)); Dengue-2 NS5 methyltransferase capping enzyme assay, biochemical; higher % means a stronger effect; one-dose inhibition, % at 25 µM; IC50 in µM for titrated hits; 340,000 tested, 0.3% active; in the data active means a potency from the dose series; inconclusive means inhibition above about 29% without an active follow-up result
WT yeast gro inh = growth inhibition of WT strain, primary screen, mitochondrial fusion inhibitor project, WT and mutant strains, chemical genetic | inhibition, % at 10 µM | 190,000 tested, 2.1% active | mitochondrial fusion phenotypic screen; in the data active means inhibition above about 58%; tested in S. cerevisiae
West Nile antiviral = West Nile virus antiviral activity, cell-based, CPE readout (AID 1621); CPE inhibition, % at 10 µM; hits with a dose series show IC50 in µM; 290,000 tested, 0.02% active; West Nile virus-infected cells, CPE inhibition; higher % means a stronger effect; in the data active means a potency from the dose series; inconclusive means CPE inhibition mostly from about 3.7% at the one dose, without a potency; inactive means the rest, 99 in 100 with CPE inhibition below about 2.2%; further: strong numbers were not always called active
RSV antiviral HEp-2 = RSV antiviral activity via CPE protection, HEp-2 cells, primary 10 µM value included (AID 2391). HEp-2 cells, RSV-induced CPE inhibition; higher % means a stronger effect. CPE inhibition, % at 10 µM; hits with a dose series show IC50 in µM. 310,000 tested, 0.13% active; in the data active means a potency from the dose series; inconclusive means CPE inhibition mostly from about 23% at the one dose, without a potency; inactive means the rest, 99 in 100 with CPE inhibition below about 21%; further: strong numbers were not always called active
XIAP antagonists = XIAP antagonists, biochemical, IAP family, fluorescence polarization (AID 1018); E3 ubiquitin-protein ligase XIAP (Homo sapiens); XIAP BIR domain, fluorescence polarization peptide displacement; higher % means a stronger effect; displacement, % at 20 µM, or IC50 in µM where a hit was titrated; 200,000 tested, 0.007% active; in the data active means displacement above about 50%; further: a part of the inactive calls stands beside numbers as strong as those of hits
UTI89 phage lysis = inhibition of K1F phage lysis, E. coli UTI89, bacterial capsule biogenesis inhibitors, alamar blue (AID 488966); E. coli UTI89 K1F phage lysis, alamar blue, 2 h; higher % means a stronger effect; one-dose inhibition, % at 100 µM; IC50 in µM for titrated hits; 340,000 tested, 0.02% active;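 active means phage lysis inhibition, versus mean bacterial control, above a set limit; inconclusive means no clear call, values can overlap the other calls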;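 further: capsule biogenesis inhibitors block K1F phage lysis so surviving cells raise fluorescence; higher fluorescence means more inhibition of phage lysis; actives were called in the ten point dose series up to 300 µM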
Large T inhibition = SV40 large T antigen inhibitors, biochemical (AID 1903); SV40 large T antigen ATPase/helicase inhibition assay; higher % means a stronger effect; 310,000 tested, 0.39% active; inhibition, % at 20 µM, or IC50 in µM where a hit was titrated; in the data active means a potency from the dose series; inconclusive means inhibition mostly from about 32% at the one dose, without a potency; inactive means the rest, 99 in 100 with inhibition below about 32%; further: strong numbers were not always called active
WT yeast gro inh mutant strain = also measured in WT yeast gro inh; calls as there; inhibition, %; mitochondrial fusion phenotypic screen, mutant strain inhibition
NS5 inhibitors pilot replicate = recorded beside NS5 inhibitors, whose call it bears; inhibition, %; measured here: pilot screen replicate inhibition
Active calls of the source: *; i = inactive; ? = inconclusive; . = not tested or not shown; [ ] = dose if it differs, or a comment.

Start of the listing, in advance, 2 compounds:
SMILES	CSM14.1 death rescue	Yfh1-depleted yeast	NS5 inhibitors	WT yeast gro inh	WT yeast gro inh mutant strain	West Nile antiviral	RSV antiviral HEp-2	XIAP antagonists	UTI89 phage lysis	Large T inhibition	others
CCOc1ccc2[nH]c(=O)c(CN(CCN3CCCC3)C(=S)Nc3ccccc3OCC)cc2c1	-5.1%	i	-21%	9	8	-0.3%	-3.1%	-6.6%	0.1%	10%
O=[N+]([O-])c1cccc(S(=O)(=O)N2CCCC2)c1	-1.0%	i	0%	-1	-8	-0.6%	1.7%	-4.1%	-2.6%	-2%

All compounds of this part (from the top)
SMILES	CSM14.1 death rescue	Yfh1-depleted yeast	NS5 inhibitors	WT yeast gro inh	WT yeast gro inh mutant strain	West Nile antiviral	RSV antiviral HEp-2	XIAP antagonists	UTI89 phage lysis	Large T inhibition	others
CCOc1ccc2[nH]c(=O)c(CN(CCN3CCCC3)C(=S)Nc3ccccc3OCC)cc2c1	-5.1%	i	-21%	9	8	-0.3%	-3.1%	-6.6%	0.1%	10%
O=[N+]([O-])c1cccc(S(=O)(=O)N2CCCC2)c1	-1.0%	i	0%	-1	-8	-0.6%	1.7%	-4.1%	-2.6%	-2%
CN(C)c1ccc(NC(=O)Nc2cccc3ccccc23)cc1	0.1%	i	3%	-19	-7	-0.7%	1.6%	-3.3%	-0.1%	11%
COc1ccc(C2C3=C(CCCC3=O)Nc3nc(-c4cc(OC)c(OC)c(OC)c4)nn32)cc1OC (stereo not drawn)	-3.8%	i	-5%	-6	-1	1.7%	-2.3%	0.1%	-0.1%	3%
CC(=O)NC(CC(=O)NNC(=O)c1cccs1)c1ccccc1 (stereo not drawn)	.	.	-12%	.	.	.	0.1%	.	0.7%[50 µM]	11%
O=C(c1ccc([N+](=O)[O-])s1)N1CCc2ccccc2C1	0.2%	i	2%	5	18	0.2%	-0.4%	-7.0%	-1.7%	-8%
O=C(CSc1nc2ccc(Cl)cc2[nH]1)NC1CCCc2ccccc21 (stereo not drawn)	0.6%	i	-7%	11	-14	1.3%	3.1%	1.9%	0.3%	10%
CN(C)S(=O)(=O)c1cccc(C(=O)C2=C3SC=C(c4ccccc4)N3CC2)c1	-0.9%	i	-59%	-8	7	0.2%	3.1%	-6.6%	3.4%	21%
CCS(=O)(=O)N1CCCC(C(=O)NCCN(C)Cc2ccccc2)C1 (stereo not drawn)	2.2%	i	-1%	10	-7	-0.1%	.	-1.9%	0.1%	-1%
CN(C)CCCN(C(=O)c1cc(-c2cccs2)nc2ccccc12)c1nc2c(F)cccc2s1	.	.	-4%	.	.	?	2.9%	.	0.2%	-5%
CC(C)CCNC(=O)C(c1ccc(O)cc1)N(Cc1ccco1)C(=O)CCC(=O)Nc1nccs1 (stereo not drawn)	.	.	-6%	.	.	-0.1%	1.6%	.	-0.2%	3%
N#Cc1c(NCCN)nc(-c2ccccc2)c2c1CCCC2	-2.7%	i	-8%	0	1	3.0%	18%	-6.1%	0.6%	6%
O=C(OC(C(=O)NCc1ccccc1)c1ccccc1F)c1ccco1 (stereo not drawn)	.	.	1%	.	.	-0.4%	2.7%	.	-0.5%	8%
O=S1(=O)N=C(N2CCCC2)c2ccccc21	.	.	2%	.	.	0.5%	0.9%	.	-0.2%	16%
O=C(CCNC(=O)N1CCn2c1nc1ccccc12)NCc1ccccc1Cl	.	.	0%	.	.	-0.5%	3.5%	.	0.1%	4%
CC(OC(=O)c1ccc(Cl)c(S(=O)(=O)N2CCOCC2)c1)C(=O)NC1CCCCC1C (stereo not drawn)	.	.	-3%	.	.	-0.6%	0.3%	.	0.2%	-6%
NC(=O)C1(N2CCCCC2)CCN(c2ccc3nnc(-c4ccccc4)n3n2)CC1	5.6%	i	-2%	-7	-10	0.1%	2.3%	-5.0%	0.1%	-4%
CCNC(=O)CN1c2cccc3cccc(c23)S1(=O)=O	-2.1%	i	-2%	-17	-9	0.6%	0.4%	-1.8%	2.8%	15%
COCCN1C(=O)/C(=C/c2ccc(N3CCCC3)cc2)SC1=S	0.4%	i	-88%	8	4	-0.1%	-0.4%	-6.0%	0.2%	8%
O=Cc1ccc(OC(=O)CCCCC(=O)Oc2ccc(C=O)cc2)cc1	.	.	-1%	.	.	0.4%	0.9%	.	0.0%	11%
Nc1cc(Cl)ccc1Oc1ccc(Cl)cc1	-0.4%	i	-8%	-16	0	0.7%	1.2%	-3.3%	-0.8%	-4%
COc1ccc(-n2c(=O)c3ccccc3n(CC(=O)NCC3CCCO3)c2=O)cc1 (stereo not drawn)	.	.	-6%	.	.	-0.5%	1.1%	.	0.4%	-3%
Cc1cccc(NC(=S)N(c2ccccc2)C(C)C)c1C	-3.9%	i	-4%	-3	3	-0.4%	0.2%	-10%	1.0%	-1%
Cc1ccc(Nc2nc(Oc3ccc(OCc4ccccc4)nn3)nc(N3CCOCC3)n2)cc1	1.8%	i	-3%	-14	-11	0.3%	0.0%	-4.9%	0.1%	8%
COc1cccc(OC)c1C(=O)Nc1cccc(-c2nc3ccccc3[nH]2)c1	-0.1%	i	4%	-29	-6	-0.1%	1.9%	-3.4%	-0.1%	0%
O=C(NCCc1ccccc1)c1ccc(-c2ccccc2C(F)(F)F)o1	-2.7%	i	.	53	-1	-0.8%	11%	-11%	.	8%
COc1ccc(F)cc1S(=O)(=O)N1CCC(C(N)=O)CC1	0.4%	i	-9%	7	14	0.5%	0.2%	-4.8%	1.2%	13%
CCOc1cccc(C(=O)N(Cc2ccco2)C2CCS(=O)(=O)C2)c1 (stereo not drawn)	0.3%	i	9%	3	-7	1.4%	0.5%	-7.2%	-0.1%	6%
Cc1nn(C)c(C(=O)NC(=S)Nc2ccccc2Br)c1Cl	.	.	-3%	.	.	0.2%	2.7%	.	-0.1%	7%
O=C(/C=C/c1cccc([N+](=O)[O-])c1)Nc1ccccn1	-0.1%	i	-9%	4	-14	-0.2%	-0.3%	-2.2%	-0.3%	3%
Cc1cccc(NC(=O)N2CCCC2C(=O)NCc2ccccc2)c1 (stereo not drawn)	.	.	-3%	.	.	-0.4%	-1.5%	.	0.1%	2%	NS5 inhibitors pilot replicate=2.1
COc1ccc(CN2CCCCC2C(=O)Nc2ccc(OC)c(OC)c2)cc1OC (stereo not drawn)	-0.5%	i	-4%	10	0	-0.7%	2.2%	-3.9%	1.7%	2%
N#Cc1sc(NCc2ccccn2)nc1Cl	.	.	-7%	.	.	-0.6%	1.8%	.	0.1%	0%
CCC1C(=O)CC(c2ccc([N+](=O)[O-])cc2)NC1c1ccc([N+](=O)[O-])cc1 (stereo not drawn)	-0.9%	i	5%	8	6	-1.5%	13%	-13%	0.8%	3%
O=C(Cn1c(NCCO)nc2ccccc21)NCCc1ccc(F)cc1	-1.4%	i	-9%	9	4	0.0%	0.4%	-1.8%	0.4%	12%
NNC(=O)CN1C(CN2CCOCC2)=Nc2ccc(Br)cc2C1c1ccccc1 (stereo not drawn)	-1.0%	i	-1%	-4	-8	-0.4%	-1.1%	-2.2%	-0.4%	3%
CCOC(=O)c1nc(NCc2cccnc2)c2ccccc2n1	-1.7%	i	1%	-28	-14	0.0%	0.9%	-5.8%	0.3%	3%
CCn1nccc1C(=O)Nc1cccc(C)c1C	.	.	.	.	.	-0.8%	0.0%	.	0.8%	-1%
OC(CNCc1ccccc1Cl)C(F)(F)F (stereo not drawn)	-1.8%	i	-6%	8	2	-0.1%	5.7%	-2.3%	0.2%	10%
COc1cc2c(cc1NC(=O)CN1CCN(S(=O)(=O)c3ccc(F)cc3)CC1)oc1ccccc12	-1.0%	i	-1%	-26	-18	-0.5%	1.1%	-9.1%	-0.2%	26%
O=C(COc1ccccc1)NS(=O)(=O)c1ccccc1	.	.	-11%	.	.	0.2%	1.2%	.	-0.1%	6%
CCc1cccc(OCC(=O)Nc2c[nH]c(=O)[nH]c2=O)c1	-0.6%	i	0%	6	11	1.6%	18%	-12%	1.1%	5%
O=[N+]([O-])c1cc(C(F)(F)F)cc([N+](=O)[O-])c1NCCCN1CCOCC1	0.8%	i	.	2	8	-0.4%	-0.2%	-9.2%	0.5%	2%
CCn1c(SCCN2CCCCC2)nnc1-c1ccc(S(=O)(=O)N2CCOCC2)cc1	-0.6%	i	-2%	-6	11	-0.3%	1.0%	-18%	-0.7%	9%
Cc1ccc(S(=O)(=O)N2CCC3(CC2)OCCN3S(=O)(=O)c2cccs2)cc1	.	.	1%	.	.	.	?	.	0.6%[50 µM]	22%
CC(=O)c1ccc(CCCC(=O)O)cc1	-0.8%	i	-5%	-6	-10	0.1%	2.0%	-0.7%	0.1%	5%
O=C(CSc1cccc2cccc(Cl)c12)NC1=NCCS1	-0.1%	i	.	10	30	0.2%	-0.5%	-3.6%	-0.5%	2%
O=C(c1sc2ccccc2c1Cl)N1CCN(c2ccccn2)CC1	.	.	1%	.	.	-0.4%	17%	.	-0.1%	3%
CCC1CCCCN1C(=O)CSc1nnc(-c2ccc(Cl)cc2)o1 (stereo not drawn)	-1.0%	i	-8%	18	4	-1.2%	0.0%	-9.8%	6.2%	3%
CCCCn1c(CN2CCN(C(=O)OCC)CC2)nc2c1c(=O)[nH]c(=O)n2C	-0.9%	i	0%	3	20	-0.1%	5.3%	-3.1%	-1.0%	10%
CCOc1ccc(C(=O)C(C)=O)c(OCC)c1	-0.7%	i	.	-19	-28	-0.1%	-0.6%	-16%	.	-5%
CS(=O)(=O)c1cccc(C(=O)Nc2ccccc2Cc2ccccc2)c1	.	.	7%	.	.	-0.4%	0.9%	.	0.3%	11%
COc1cc(OC)c(/C=N/NC(=O)c2ccc([N+](=O)[O-])cc2)cc1Br	1.0%	i	2%	-21	9	0.2%	2.7%	-3.1%	4.6%	13%
CCCC(=O)Nc1ccccc1NC(=O)CCC	.	i	0%	-13	-8	-0.2%	1.3%	-6.2%	-1.1%	3%
CC(=O)OCc1c(C)cc(C)c(/C=C(/C#N)C(N)=O)c1C	-1.0%	i	1%	-10	-9	-0.5%	5.9%	-3.3%	0.5%	0%
COc1ccc(/C=C(/NC(=O)c2ccccc2)C(=O)NCCN2CCOCC2)cc1OC	.	.	-3%	.	.	0.0%	0.6%	.	0.1%	12%
CCN(CC)CCn1c2c(c(SCC(=O)Nc3ccc(C)c(F)c3)nc1=O)CCC2	.	.	-4%	.	.	.	0.9%	.	1.8%[50 µM]	5%
O=c1c2ccccc2c(C=NC2CCS(=O)(=O)C2)c(O)n1-c1ccccc1 (stereo not drawn)	5.5%	i	-2%	10	10	0.6%	0.6%	-1.3%	0.3%	2%
